TDP1 cell noCPT: qHTS for Inhibitors of human tyrosyl-DNA phosphodiesterase 1 (TDP1): qHTS in cells in absence of CPT; Potency, µM (top dose mostly 46.2 µM), for the others: at the top dose activity change, negative = growth inhibition, usual class: inhibitors; AID 686978, 2013; DT40 Tdp1-/- hTDP1 cells, no CPT, ATP luminescence, 48 h; actives 15% (n = 420,000); further: nearly all actives have a fitted effect of over 55% in size
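A cellular qHTS used chicken DT40 cells lacking endogenous Tdp1 but carrying stably transfected human TDP1. Compounds were applied without camptothecin, and cell growth kinetics were judged by ATP-dependent luminescence after ≥48 hr.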
GCN5L2 inh: blocks human GCN5L2 histone acetyltransferase. Q92830. GCN5L2 HAT assay, ThioGlo1 CoA-SH fluorescence. Potency, µM (top dose mostly 58.9 µM), without a hit: at the highest dose activity change, negative = inhibition, actives largely listed as inhibitors. actives 0.21% (n = 390,000). AID 504327
Target sequence (Q92830 whole entry, looked up): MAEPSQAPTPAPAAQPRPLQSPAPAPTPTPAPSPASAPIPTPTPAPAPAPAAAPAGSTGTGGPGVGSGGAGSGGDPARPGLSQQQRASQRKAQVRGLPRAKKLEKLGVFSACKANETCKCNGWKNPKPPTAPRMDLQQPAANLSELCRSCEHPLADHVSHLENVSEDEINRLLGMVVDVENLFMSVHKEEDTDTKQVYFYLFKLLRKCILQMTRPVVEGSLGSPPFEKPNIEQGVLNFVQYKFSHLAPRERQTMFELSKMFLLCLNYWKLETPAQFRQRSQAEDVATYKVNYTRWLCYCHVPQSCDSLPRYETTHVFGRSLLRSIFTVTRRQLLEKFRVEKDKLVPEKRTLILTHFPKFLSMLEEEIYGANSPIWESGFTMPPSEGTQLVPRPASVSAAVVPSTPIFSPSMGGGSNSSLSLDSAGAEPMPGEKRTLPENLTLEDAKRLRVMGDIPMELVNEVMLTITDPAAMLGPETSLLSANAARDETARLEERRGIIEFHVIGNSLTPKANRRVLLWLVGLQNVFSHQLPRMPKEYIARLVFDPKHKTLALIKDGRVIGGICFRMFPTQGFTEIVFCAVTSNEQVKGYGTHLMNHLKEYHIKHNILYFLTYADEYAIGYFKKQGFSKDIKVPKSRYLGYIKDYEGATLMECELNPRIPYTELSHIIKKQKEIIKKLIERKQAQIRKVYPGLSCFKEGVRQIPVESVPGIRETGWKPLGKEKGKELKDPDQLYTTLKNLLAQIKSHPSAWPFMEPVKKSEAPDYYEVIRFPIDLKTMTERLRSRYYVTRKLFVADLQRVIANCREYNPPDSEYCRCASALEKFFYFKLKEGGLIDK
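qHTS, 1536-well. 20nM enzyme, pH 7.5 HEPES/EDTA/Tween-20 buffer; 15 min compound preinc., RT. Start: 75uM H3(1-25), 70uM AcCoA, 50uM ThioGlo1. Read Ex340/Em540 at t=0 (autofluorescence flag) and t=20 min.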
DT40 TDP1 CPT: DT40-hTDP1 cell growth loss with CPT. chicken DT40 Tdp1-/-;hTDP1 cells + 20 nM CPT, ATP luminescence, 48 h. Potency, µM (doses to about 46.2 µM), for the others: at the top dose activity change, negative = growth inhibition, hits mostly inhibitors. actives 12% (n = 420,000). AID 686979; further: nearly all actives have a fitted effect of over 55% in size
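Chicken DT40 Tdp1-/- cells stably complemented with human TDP1 were seeded at 400 cells/well in medium containing 20 nM camptothecin, exposed to pin-transferred compounds, and grown at 37 °C for at least 48 hr. Viability was read as ATP luminescence.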
The depositor's hits bear a star; ? = inconclusive; . = not tested or not shown; [ ] = remark or other dose. The call rests on the fitted dose curve; in most records, active means well fitted curve in the direction sought with a large enough effect; inconclusive means small, poorly fitted or top-dose-only effect, or another doubt; inactive means no such curve, though single readings can be large; an effect the other way counts as inactive or inconclusive. On the % scale 0 is the no-effect control and ±100 the full control effect; potency means the concentration at half of the fitted maximal effect.

molecule	GCN5L2 inh	DT40 TDP1 CPT	TDP1 cell noCPT
Cc1ccc(C)c(NC(=O)c2cc([N+](=O)[O-])cc([N+](=O)[O-])c2)c1	1%	11%	3%
CCOCCCNC(=O)CN1C(=O)c2ccccc2Sc2ncccc21	-3%	-5%	-3%
CCOC(=O)c1sc2ncc([N+](=O)[O-])cc2c1N	-5%	-17%	-16%
Fc1cc(F)cc(NC(=S)Nc2ccccc2N2CCOCC2)c1	-8%	-15%	26µM*
CC1(C)[C@H]2CC=C(CN3CCC(N4CCC(C(=O)N5CCCC5)CC4)CC3)[C@@H]1C2	-3%	?	?
CC(OC(=O)c1cc2sccc2n1C)C(=O)NCCc1ccccc1 (stereo not given)	-3%	15µM*	18µM*
CC(=O)N1CCCc2cc(S(=O)(=O)N3CCC(C(=O)NCc4ccccc4Cl)CC3)ccc21	0%	?	23µM*
Cc1cccc(OC(C)C(=O)Nc2nc(-c3ccncc3)cs2)c1 (stereo not given)	-2%	?	23µM*
c1ccc(-n2nnnc2SCCCSc2nc3ccccc3s2)cc1	-4%	-2%	-6%
CCCSc1nc2c(cnn2-c2ccc(C)c(C)c2)c(=O)[nH]1	-1%	-4%	1%
O=C(NC(=O)c1ccccc1)Nc1cccc(S(=O)(=O)N2CCCCC2)c1	-5%	1%	-4%
O=C1C(=O)N(Cc2ccccc2)C(=O)N1CCN1C(=O)c2ccccc2C1=O	-3%	-2%	18%
CCN(CC)c1ccc(N=Cc2c(C)[nH]c3ccccc23)cc1	-10%	6.5µM*	9.2µM*
O=C(NCc1ccccc1)C1CCC(=O)N(CC2CCCCC2)C1 (stereo not given)	-2%	2%	10%
CC1(C)Cc2c(C#N)c(SCCOc3ccccc3)nc(N3CCOCC3)c2CO1	-5%	?	?
CCOC(=S)SCC(=O)Nc1nc(C)c(C)s1	?	16µM*	21µM*
COc1cc(CC(NC(C)=O)C(=O)NC2CCN(C(=O)Nc3ccccc3C)CC2)cc(OC)c1 (stereo not given)	0%	12%	0%
COc1ccc(S(=O)(=O)N2CCOCC2)cc1NC(=O)Cc1c(Cl)cccc1Cl	2%	?	?
Cc1cccc(C)c1NC(=O)COc1cccc(/C=N/NC(=O)C(=O)NCc2ccccc2)c1	-1%	-9%	-18%
COc1ccc(OC)c(NC(=O)CCCC(=O)NC2CCCCC2)c1	3%	-5%	25%
CCOC(=O)C(CC)Sc1ccc2nnc(CCNS(=O)(=O)c3ccc(C)cc3)n2n1 (stereo not given)	-3%	?	?
Cc1ccc(O)c(NC(=O)c2ccc3c(c2)C(=O)N(Cc2ccco2)C3=O)c1	-23%	27%	6%
O=[N+]([O-])c1cc(S(=O)(=O)N2CCCC2)ccc1N/N=C/c1ccccn1	-1%	-19%	?
CCOC(=O)N1CCN(CC(O)COc2ccccc2C(C)C)CC1 (stereo not given)	-5%	?	?
COc1ccccc1C(=O)NCC(=O)Nc1ccccc1	2%	?	-12%
CCC(=O)N(Cc1cc2ccc(C)cc2[nH]c1=O)c1ccccc1OC	-2%	?	?
CCOc1ccccc1CNC(=O)CCCC(=O)n1nc(C)c2ccccc21	-2%	?	?
Cc1cc(C)c(NC(=O)Cn2c(=O)nc(-c3ccccc3)c3cc(Cl)ccc32)c(C)c1	5%	5%	?
COc1cccc(C(=O)CC(=O)C(=O)Nc2cc(OC)ccc2OC)c1	0%	18µM*	23µM*
CCN(CC)c1ccc(C(=O)OCC(=O)Nc2ccc3[nH]c(=O)[nH]c3c2)cc1	5%	-18%	-21%
Cc1ccc(SCC(=O)Nc2ccc3oc(-c4cccc(C)c4)nc3c2)cc1	-12%	?	15µM*
COc1ccc(-c2cc(C(=O)N(C)CC(=O)Nc3cccc(F)c3)c3ccccc3n2)cc1OC	.	21µM*	21µM*
CN(c1ccc(C(=O)Nc2ccccc2C(=O)N2CCCC2)cc1)S(C)(=O)=O	.	1%	-2%
Cc1cc(C)nc(S[C@@H]2C[C@@H](C(=O)N3CCCN(C)CC3)N(Cc3cc(F)ccc3F)C2)n1	.	-8%	-6%
O=C(Nc1ccc2c(c1)OCCO2)c1cncc(Br)c1	-2%	-18%	?
CCOc1ccc(NC(=O)CN2C(=O)C(c3ccc(Cl)cc3)=NC2(C)C)cc1	-2%	?	?
Cc1nn(C)c(C)c1NC(=O)c1ccc(Br)o1	1%	1%	-12%
C1=C\CCC2(OCCO2)C2(CC/1)OCCO2	.	12%	-3%
CCCCCC(/C=N/Nc1ccc(S(=O)(=O)N2CCOCC2)cc1[N+](=O)[O-])=C\c1ccccc1	-2%	-4%	-18%
Cc1nnc(SCCN2C(=O)c3ccccc3C2=O)nc1C	.	8%	7%
COc1ccc(NC(=O)CN(c2ccc(C)cc2)S(=O)(=O)c2cccs2)cc1OC	0%	2%	-2%
COc1cccc(C(=O)NC2CCCN(C3Cc4ccccc4C3)C2)c1OC (stereo not given)	-5%	?	0%
CCc1cccc(CC)c1NC(=S)Nc1ccccc1	-10%	?	?
COc1ccc([N+](=O)[O-])cc1N(CC(=O)Nc1ccccc1C(=O)N1CCCC1)S(C)(=O)=O	-2%	6%	10%
O=C(C1CCN(S(=O)(=O)N2CCC3(CC2)OCCO3)CC1)N1CCc2ccccc2C1	4%	?	16µM*
CCCS(=O)(=O)Nc1cccc(-c2cn3c(n2)SCC3)c1	-5%	-3%	-18%
Cc1cc(C)n(Cc2n[nH]c(=S)n2Cc2ccccc2)n1	2%	1%	-15%
Cc1ccc(S(=O)(=O)N2CCN(C(=O)CCC(=O)NCc3ccc(F)cc3)CC2)cc1	1%	-19%	-15%
COC(=O)c1cc(=O)nc2sccn12	-3%	-5%	-11%
CC1(C(=O)NS(=O)(=O)c2cccc(Cl)c2)CCN1C(=O)COc1ccc(Cl)cc1 (stereo not given)	.	3%	0%

(listing goes on)
molecule	GCN5L2 inh	DT40 TDP1 CPT	TDP1 cell noCPT
Cc1cccc(C)c1NC(=S)N(Cc1ccccc1)Cc1cccnc1	-6%	10%	-17%
CNC[C@H]1OCCCC[C@H](C)Oc2ccc(NC(=O)CCCN(C)C)cc2C(=O)N([C@H](C)CO)C[C@@H]1C	.	-22%	-30%
Cc1cc2ncn(-c3ncccc3[N+](=O)[O-])c2cc1C	-5%	-2%	-8%
CCN(CC)S(=O)(=O)c1ccc(C)c(C)c1	-12%	-1%	-12%
O=C(c1cc(-c2ccc(Br)cc2)n[nH]1)N1CCN(S(=O)(=O)c2ccc(Cl)s2)CC1	-6%	?	?
COCCn1c(=O)c(-c2ccc(F)cc2)nc2cnc(OCc3ccccc3)nc21	-20%	1%	-8%
COc1cccc(C2=NOC(C(=O)NCc3ccco3)C2)c1 (stereo not given)	-7%	9.2µM*	13µM*
COc1ccc(-c2ccc(C(=O)Nc3cccc(NS(C)(=O)=O)c3)c3occc23)c(C)c1	.	16µM*	?
O=C(c1ccccc1)c1cc([N+](=O)[O-])ccc1N1CCCC1	-8%	-25%	-32%
COc1ccccc1Nc1nc(NCC(C)C)nc(N)c1[N+](=O)[O-]	-3%	?	26µM*

Entries above with bromine (3):
molecule	GCN5L2 inh	DT40 TDP1 CPT	TDP1 cell noCPT
O=C(Nc1ccc2c(c1)OCCO2)c1cncc(Br)c1	-2%	-18%	?
Cc1nn(C)c(C)c1NC(=O)c1ccc(Br)o1	1%	1%	-12%
O=C(c1cc(-c2ccc(Br)cc2)n[nH]1)N1CCN(S(=O)(=O)c2ccc(Cl)s2)CC1	-6%	?	?

Back to the main list, repeating the 5 entries before the break.
molecule	GCN5L2 inh	DT40 TDP1 CPT	TDP1 cell noCPT
COCCn1c(=O)c(-c2ccc(F)cc2)nc2cnc(OCc3ccccc3)nc21	-20%	1%	-8%
COc1cccc(C2=NOC(C(=O)NCc3ccco3)C2)c1 (stereo not given)	-7%	9.2µM*	13µM*
COc1ccc(-c2ccc(C(=O)Nc3cccc(NS(C)(=O)=O)c3)c3occc23)c(C)c1	.	16µM*	?
O=C(c1ccccc1)c1cc([N+](=O)[O-])ccc1N1CCCC1	-8%	-25%	-32%
COc1ccccc1Nc1nc(NCC(C)C)nc(N)c1[N+](=O)[O-]	-3%	?	26µM*
CCOC(=O)c1[nH]c2ccc(OC)cc2c1NC(=O)N1CCOCC1	?	23%	-20%
COC(=O)c1ccccc1NC(=O)CSc1nnc(CNS(=O)(=O)c2ccc(C)cc2)n1C	-6%	1%	-3%
COc1ccc(Cc2nnc(NC(=O)Cc3cccs3)s2)cc1OC	?	1%	-3%
CCN(CC)c1ccc(C=Nc2cccnc2Cl)c(O)c1	0%	-5%	10%
CCSc1nnc(NC(=O)c2ccccc2C)s1	-2%	?	?
COc1ccc(NC(=O)Cn2nc3c(cc2=O)CCCC3)cc1Cl	-2%	-15%	-18%
COc1cccc(CN(C)CC(=O)Nc2cccc(S(N)(=O)=O)c2)c1OC	-4%	-20%	?
COc1ccc(CCNC(=O)c2ccc(Cn3c(=O)c4cccn4c4cccnc43)cc2)cc1OC	-2%	-19%	?
COc1ccc(S(=O)(=O)NCc2ccncc2)cc1NC(=O)c1ccccc1F	-1%	?	-26%
Cc1[nH]c2ccccc2c1SCC(=O)NC1CCCCC1	-7%	?	?
Cc1cccc(-n2ncc3c(N4CCCc5ccccc54)ncnc32)c1	-12%	?	?
CCOc1cc(/C=N/NC(=O)CSc2nnc(C)s2)ccc1OCc1ccccc1Cl	33%[activator]	-29%	?
O=S(=O)(c1ccc(F)cc1)N(Cc1nc(-c2ccc(Cl)cc2)no1)C1CCCCC1	-14%	?	26µM*
COC(=O)c1ccc(S(=O)(=O)NC(C)(C)C)n1C	-2%	6%	-5%
COc1cc(C(=O)OCC(=O)N2CCCCCC2)c([N+](=O)[O-])cc1OC	-2%	?	-7%
CC(=O)Nc1nc(C2COc3ccccc3O2)cs1 (stereo not given)	0%	-23%	-6%
COc1ccc(NC(=O)c2sc3nc(C)cc(C)c3c2N)c(OC)c1	.	?	?
CCCC(=O)Nc1ccc(NC(=O)c2cccc(OC)c2)cn1	-14%	-3%	4%
COC(=O)C1=C(C)N(CC(C)C)C(=O)/C1=C\c1cccs1	-5%	?	?
CCC(C)(C)n1nnnc1C(c1ccc2ncccc2c1)N1CCN(c2ccc(O)cc2)CC1 (stereo not given)	-9%	-6%	-25%
CCNC(=S)NNC(=O)CCc1nc2cc(Cl)ccc2n(Cc2ccccc2)c1=O	-3%	-10%	?
Cc1ccc(Cn2c(NS(=O)(=O)c3ccccc3)nc3ccccc32)cc1	-11%	-13%	?
Cc1nonc1C(=O)N/N=C/c1ccc(O)c(O)c1	-3%	?	?
S=c1[nH]cc(-c2ccccc2)n1-c1ccccc1Cl	-3%	?	?
N#Cc1ncc(-c2ccc3c(c2)OCCOCCOCCOCCO3)nc1C#N	-3%	5.8µM*	4.6µM*
CCN(Cc1nc2ccccc2c(=O)[nH]1)C(=O)c1cccc(S(=O)(=O)N2CCc3ccccc32)c1	-10%	?	16µM*
CCCCOc1ccc(/C=C/C(=O)Nc2ccc(C(N)=O)cc2)cc1	3%	-5%	-7%
O=C(O)c1ccccc1C(=O)c1ccc(Oc2ccccc2)cc1	-5%	8%	0%
Cc1cccc(OCc2nn[nH]n2)c1C	-2%	25%	-4%
O=C(O)C1C(c2ccccc2)C(C(=O)Oc2ccc(O)cc2)C1c1ccccc1 (stereo not given)	-21%	11%	20%
CSCCC(C(=O)NC(C)(C)C)n1c(-c2ccc(C)cc2)nc2ccccc21 (stereo not given)	.	?	?
CCc1nnc2c(Nc3cccc(F)c3)nc3ccc(C(=O)c4ccccc4)cc3n12	-4%	6.5µM*	2.9µM*
O=C(Nc1cccnc1)C1Cc2c(-c3ccco3)ccnc2O1 (stereo not given)	.	-29%	?
CCOCCCNc1nc2nc3ccc(C)cn3c(=O)c2cc1C(=O)NCC1CCCO1 (stereo not given)	9%	12%	-17%
COc1ccc(C(=O)Nc2sc(C)c(C)c2CN2CCOCC2)cc1	0%	?	23µM*
Cc1ccc(Cl)cc1N1CCN(C(=O)c2cnn(C)c2C2CCN(C(=O)OC(C)(C)C)CC2)CC1	4%	6.5µM*	5.8µM*
COC(=O)Cn1c(Cc2ccccc2)nc2ccccc21	0%	7%	?
